Compound activity as filed in PubChem.
SRC1 inh – inhibits human SRC1 coactivator. Q15788. HEK293 GAL4-SRC1 luciferase reporter, luminescence. inhibition, % at 3.6 µM. 360,000 compounds, 0.12% hits. AID 588354;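 active = inhibition above the campaign mean plus 3 SD, with each screening campaign given its own cutoff, cut at about 60% in these data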;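 note: 0% = DMSO treated cells and 100% = gossypol at 36 µM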
NOD2-RIPK2 inh – inhibitors of human NOD2-RIPK2 interaction | CHO BLA complementation NOD2-RIPK2, CCF4 ratio | inhibition, % at 4.98 µM | 360,000 compounds, 0.38% hits | AID 624267; in the data active = inhibition above about 21%;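 note: 0% = vehicle only and 100% = reference blocker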
Target sequence (O43353 whole entry, looked up): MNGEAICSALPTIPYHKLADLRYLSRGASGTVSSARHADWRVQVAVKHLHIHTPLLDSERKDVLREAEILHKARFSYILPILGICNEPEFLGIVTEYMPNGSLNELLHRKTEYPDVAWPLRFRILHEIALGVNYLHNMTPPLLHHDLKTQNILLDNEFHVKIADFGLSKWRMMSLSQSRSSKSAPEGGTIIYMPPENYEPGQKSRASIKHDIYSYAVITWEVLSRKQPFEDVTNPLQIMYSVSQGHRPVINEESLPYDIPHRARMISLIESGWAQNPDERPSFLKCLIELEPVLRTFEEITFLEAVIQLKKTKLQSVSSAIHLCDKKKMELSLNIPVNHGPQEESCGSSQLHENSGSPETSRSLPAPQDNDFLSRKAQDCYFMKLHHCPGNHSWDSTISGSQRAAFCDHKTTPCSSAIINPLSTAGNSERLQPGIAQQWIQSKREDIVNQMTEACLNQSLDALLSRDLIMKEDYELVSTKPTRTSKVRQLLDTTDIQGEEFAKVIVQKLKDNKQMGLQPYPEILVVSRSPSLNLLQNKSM
TROY NFkB inh – blocks TROY-dependent signaling in reporter cells. AID 1347056. 360,000 compounds, 0.98% hits. inhibition, % at 10 µM. Q293 LMP1-TROYcd NF-kB luciferase reporter, 4 h;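 active = compounds whose plate-normalised and pattern-corrected inhibition of the luciferase reporter signal at the single screening dose is 50% or more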
TWEAK-Fn14 inh – inhibitors of TWEAK-Fn14 interaction signaling | TWEAK-stimulated Fn14 reporter cells, luciferase luminescence, 8 h | 360,000 compounds, 2% hits | inhibition, % at 10 µM; in the data active = inhibition above about 50%
SRC2 inh – inhibits human steroid receptor coactivator 2; Q15596; HEK293 GAL4-SRC2 luciferase reporter, luminescence; inhibition, % at 9 µM; 370,000 compounds, 0.17% hits;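 active = inhibition above the mean inhibition of all tested compounds plus 3 SD, set per campaign, cut at about 52% in these data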;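 note: 0% = DMSO treated cells and 100% = cells given Gossypol at 36 µM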
Granule exo inh – blocks lytic granule exocytosis; TALL-104 LAMP-1 surface exposure, flow cytometry; cells stimulated with thapsigargin and PMA; inhibition, % at 10 µM; AID 651702; 360,000 compounds, 0.66% hits;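 active = inhibition above about 55%, limit read from the data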
TLR9-MyD88 inh – inhibitors of human TLR9-MyD88 binding; inhibition, % at 4.98 µM; CHO BLA complementation TLR9-MyD88, CCF4 FRET ratio; 340,000 compounds, 0.21% hits;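 active = inhibition above the mean over all tested compounds plus 3 SD, cut at about 21% in these data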;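 note: 0% = DMSO only wells and 100% = clavulanate BLA inhibitor control wells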
NCOA3 inh – human NCOA3 inhibition; Q9Y6Q9; HEK293 GAL4-SRC3 luciferase reporter, luminescence; inhibition, % at 3.6 µM; 360,000 compounds, 0.17% hits; AID 588352;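 active = inhibition above a per-campaign cutoff, the mean of all compounds plus 3 SD, cut at about 60% in these data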;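 note: 0% = DMSO-treated cells and 100% = gossypol-treated cells at 36 µM; higher means less SRC3-driven luciferase light from the GAL4 reporter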
LRH-1 inv ag – suppresses constitutive activity of human LRH-1; O00482; HEK293T StAR-luciferase reporter, LRH-1 transfected, 24 h; inhibition, % at 3.6 µM; 360,000 compounds, 0.13% hits; AID 602396;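 active = inhibition above the mean inhibition of all tested compounds plus 3 SD, cut at about 73% in these data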;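 note: 0% = DMSO wells and 100% = reporter-only cells lacking LRH-1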
ABHD5-PLIN5 inh – blocks binding of human ABHD5 to perilipin-5; inhibition, % at 4 µM; 360,000 compounds, 0.78% hits; Split G. princeps luciferase complementation, luminescence, 4 h; AID 602281; Q00G26+Q8WTS1;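 active = inhibition above the mean inhibition across every tested compound plus 3 SD, cut at about 22% in these data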;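 note: 0% = DMSO only wells and the 100% control is not disclosed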
NR2F2 inh – NR2F2 (human) inhibition, primary screen | AID 686940 | P24468 | inhibition, % at 8.6 µM | 370,000 compounds, 0.7% hits | HEK293T NGFI-A luciferase reporter, luminescence;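 active = inhibition above a per-plate cutoff, mean inhibition of test wells between control levels plus 3 SD, cut at about 38% in these data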;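 note: cells cotransfected with COUP-TFII expression vector driving the NGFI-A reporter; 0% = median of COUP-TF2 test wells and 100% = reporter-only cells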
Target sequence (P24468 whole entry, looked up): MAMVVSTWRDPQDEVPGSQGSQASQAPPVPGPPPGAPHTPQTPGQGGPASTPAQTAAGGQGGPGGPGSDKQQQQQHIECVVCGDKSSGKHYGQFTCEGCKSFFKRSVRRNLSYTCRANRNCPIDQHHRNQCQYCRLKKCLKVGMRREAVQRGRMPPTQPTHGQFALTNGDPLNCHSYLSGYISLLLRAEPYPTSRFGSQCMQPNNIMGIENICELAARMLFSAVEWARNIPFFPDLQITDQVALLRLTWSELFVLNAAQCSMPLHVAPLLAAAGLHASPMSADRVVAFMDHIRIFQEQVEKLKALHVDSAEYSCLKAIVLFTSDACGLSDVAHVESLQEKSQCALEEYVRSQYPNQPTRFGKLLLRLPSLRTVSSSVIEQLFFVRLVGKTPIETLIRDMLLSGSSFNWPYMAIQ
The depositor's hits bear a star; · = no result given. This is a subset, so the mix of outcomes need not match the whole.

Results follow in this order: SRC1 inh	NOD2-RIPK2 inh	TROY NFkB inh	TWEAK-Fn14 inh	SRC2 inh	Granule exo inh	TLR9-MyD88 inh	NCOA3 inh	LRH-1 inv ag	ABHD5-PLIN5 inh	NR2F2 inh
1. COC(=O)C1=C(c2ccc(OC)cc2)OC(=O)C1(C)C
→ -25	2	-7	-2	-15	-1	-7	2	17	0	-5
2. CC(C)(C)NC(=O)C[C@H]1C[C@H](C(=O)N2CCOCC2)[C@@]2(C)c3[nH]c4cc(-c5ccco5)ccc4c3CCN2C1=O
→ -30	2	-1	-14	·	-2	-5	3	-14	11	·
3. CCOc1nc(OCC)c2[nH]c(C(=O)O)c(Br)c2n1
→ -9	-17	-16	-20	-19	-2	-2	-1	0	-4	21
4. CC(=O)NC(c1cc(Cl)c2ccccc2c1O)C(C)C (stereo unspecified)
→ -10	6	24	3	-5	2	6	-13	18	-5	-2
5. O=C(OCc1cn([C@H]2C[C@H](c3ccc(Cl)cc3)N(C(=O)C3CCCCC3)C[C@@H]2O)nn1)c1ccccc1
→ 5	-4	11	-1	-4	1	2	8	20	-4	-14
6. Cc1cc(C)cc(OC(=O)COc2ccccc2C)c1
→ -31	3	-20	8	-22	5	0	-31	2	-7	-36
7. c1csc(CNc2ccc3c(c2)OCCO3)c1
→ 54	-15	30	63*	39	1	6	52	53	3	64*
8. O=C(C1CCN(C2CCN(Cc3cccc4c3OCO4)CC2)CC1)N1CCOCC1
→ -5	-5	-9	-7	-6	0	9	11	-1	3	-11
9. CCCn1nc(C(=O)N2CCc3ccccc3C2)c2ccccc2c1=O
→ 9	-3	4	-14	-49	-1	5	-3	10	3	1
10. CC(C)(C)NC(=O)CSc1nncn1NCc1ccccc1
→ -13	-1	-4	-7	-7	0	-11	-1	-7	0	-5
11. NS(=O)(=O)c1ccc(CCNC(=O)c2ccc(CS(=O)(=O)c3ccc(Br)cc3)o2)cc1
→ 6	-1	1	5	-5	-2	7	-21	-3	-1	-9
12. Cc1ccc(NC(=S)Nc2cccnc2)c(S(=O)(=O)N2CCCCC2)c1
→ -3	5	13	-9	-12	28	0	18	8	-8	10
13. O=C(N[C@@H](Cc1ccccc1)C(=O)Nc1ccc(F)cc1)C1CCNCC1
→ 1	-6	13	-2	-4	-3	-16	13	7	-6	17
14. COc1ccccc1-c1cc(C(=O)NCCN2CCOCC2)no1
→ -2	1	-13	-13	0	3	0	-9	9	-5	16
15. Cc1cccc(C)c1NC(=O)C1(C)CSCC(=O)N1CCOc1ccccc1 (stereo unspecified)
→ ·	-8	·	·	31	-8	·	·	-19	-15	-18
16. O=C(c1cccs1)N1C[C@@H](n2cc(-c3ccc(F)cc3)nn2)[C@H](O)C[C@@H]1c1ccccc1
→ -2	4	-13	2	20	6	-3	-25	0	-6	5
17. CC(C)Oc1ccc(CCC(=O)NNC(=O)CCC(=O)O)cc1
→ 23	-6	6	-14	6	0	-8	1	10	-6	-8
18. CCn1c2ccccc2c2cc(NC(=O)CSc3nnc(-c4ccccc4)o3)ccc21
→ 14	-11	·	19	-6	87*	6	14	29	3	17
19. CCOC(=O)CNC(=O)CSc1nnc(NC(=O)c2ccccc2Cl)s1
→ -50	-7	-44	0	-33	-6	-5	-19	-55	3	-7
20. CCCCOc1ccc(-c2ncc(C(=O)OCC)c(N)n2)cc1
→ -51	5	-36	9	-38	2	-6	-58	-10	2	-33
21. CC(Oc1ccc2c(-c3ccccc3)cc(=O)oc2c1)C(=O)O (stereo unspecified)
→ 1	-1	-1	-5	2	1	1	9	17	-4	5
22. Nc1c(/C=C2\C=Nc3ccccc32)c(=O)nc2sc(CC(=O)N3CCOCC3)nn12
→ 1	-4	7	10	16	-3	-12	-7	-2	-3	0
23. COCCNC(=O)C1c2ccccc2C(=O)N(CCOC)C1c1ccc(F)cc1 (stereo unspecified)
→ -2	3	-10	-20	2	0	-1	-2	11	6	-1
24. Cc1cc(N/C(=N\S(=O)(=O)c2ccc(Cl)cc2)c2ccc(F)cc2)no1
→ -1	3	-9	-11	-29	-2	-13	2	-43	-4	-20
25. CCOC(=O)C(/C(C)=N/NC(=O)C1CC1c1ccccc1)C(C)C (stereo unspecified)
→ -6	-9	5	-6	14	-2	-1	9	10	-2	27
26. O=C(O)C1CC=CCC1C(=O)Nc1cc(Cl)ccc1Cl (stereo unspecified)
→ 8	-7	5	9	-8	3	0	19	-8	-1	11
27. CCOc1ccc(NC(=O)c2ccc3c(c2)OCCO3)cc1S(=O)(=O)N(CC)CC
→ -8	-1	-1	33	25	1	4	8	-4	2	4
28. COc1ccccc1OCc1nnc(SCC(=O)N2CCCCC2)n1-c1ccccc1
→ -7	2	-12	0	-18	-5	12	14	6	-7	2
29. N#CCCN1CCCc2cc(N=Nc3ccc(C(F)(F)F)cc3)ccc21
→ -18	-12	-43	-28	-9	34	·	-45	-36	13	-22
30. COc1ccc(CCN(C)C2CCCN(C(=O)c3sccc3C)C2)cc1OC (stereo unspecified)
→ 4	-12	-16	-2	3	-1	3	16	12	4	-4
31. CC(=O)c1ccc(N2CCN(S(=O)(=O)c3ccc4c(c3)C(Cl)(Cl)C(=O)N4)CC2)cc1
→ -1	8	1	26	-24	-11	·	-14	3	31*	0
32. CN(Cc1ccccc1)S(=O)(=O)c1ccc(Cl)c(C(=O)NCCc2ccccn2)c1
→ -3	0	-6	-5	-7	9	-1	11	11	-2	-8
33. Cc1cc2c(C)ccc(C)c2nc1SCC(=O)c1cccs1
→ -13	-9	-15	9	-10	-2	0	-5	-6	-2	11
34. COc1ccc(S(=O)(=O)N2CCOC2CNC(=O)C(=O)NCc2ccncc2)cc1OC (stereo unspecified)
→ -10	-9	-14	-19	7	0	-1	17	11	2	-1
35. O=C(CC(C(=O)O)c1ccc(Cl)cc1)c1ccc(Cl)c(Cl)c1 (stereo unspecified)
→ -20	3	2	9	-13	-8	-7	-62	3	-7	3
36. C/C=C(\C)C(=O)NCCN1C2=NC[C@@H](C)N2C[C@@H]1Cc1ccc(OC)cc1
→ -15	-16	-3	7	-22	11	-2	-26	7	-6	2
37. OCCN(Cc1nc(-c2ccc3c(c2)OCO3)no1)Cc1cccs1
→ 7	-3	-21	-16	-11	-3	-5	-10	-14	-3	-3
38. COc1ccc(CCN2CC(C(=O)OCc3ccccc3Cl)CC2=O)cc1OC (stereo unspecified)
→ 5	-15	0	-5	10	4	1	8	6	3	12
39. CC(=O)Nc1ncc(Sc2ccc([N+](=O)[O-])cc2)s1
→ 12	0	-4	8	-25	2	1	-6	-8	5	-2
40. CCCCC(=O)Nc1cccc(-c2cn3ccccc3n2)c1
→ -67	-6	-59	-38	-27	3	-1	-65	-66	10	-9
41. CCc1ccc(S(=O)(=O)Nc2ccc(O)c3c(=O)cc(-c4ccccc4Cl)oc23)cc1
→ -2	-13	-15	-20	8	76*	-4	-6	8	-13	18
42. Cc1ccc(C#N)c(SCc2ccccc2F)n1
→ 2	-15	-35	-44	3	-6	·	10	-11	-1	13
43. COc1ccc(C(=O)NCc2nnc(SCC(=O)Nc3ccc4c(c3)OCO4)o2)cc1
→ -7	4	8	-23	11	-1	1	9	1	-2	0
44. CCC(=O)Nc1ccc(C(=O)Nc2ccc3c(c2)C(=O)N(CC2CCCO2)C3=O)cc1 (stereo unspecified)
→ -1	7	-13	-3	7	18	3	-23	-18	5	-14
45. O=S(=O)(NNC(=S)NCC1CCCO1)c1cc(Cl)ccc1Cl (stereo unspecified)
→ -7	9	24	-10	-25	0	-8	-1	-6	-14	-1
46. CCc1ccc(OCC(=O)Nc2ccc3[nH]ncc3c2)cc1
→ -3	5	19	-4	2	-8	3	7	6	2	16
47. CC(=O)CCc1oc2ccccc2c1-c1ccccc1
→ 5	2	-29	6	-10	-28	-3	11	-8	-2	2
48. CCn1ncc([N+](=O)[O-])c1C(=O)Nc1c(C)nn(Cc2ccc(F)cc2)c1C
→ -15	-4	-2	-68	-19	5	-4	10	-1	-4	-1
49. Cc1oc(-c2ccccc2Cl)nc1CSCC(=O)NC1CC1
→ 8	-4	-12	-4	-41	-4	9	-1	-23	7	-2
50. COC1=NC2=NCCN2C(OC)=N1
→ 0	-8	5	-11	-6	2	-2	-6	-26	7	1
51. Cc1ccc(CNCC(=O)Nc2ccc(C)cc2Br)cc1
→ -22	-6	-31	-11	13	-6	-2	-6	-8	4	4
52. CCOC(=O)c1cc2sccc2n1CC(=O)Nc1ccc(OC)cc1OC
→ 1	-15	-2	-13	14	-1	1	7	5	-1	5
53. CCOc1ccccc1NC(=O)CSc1ccccc1
→ -13	-1	-34	6	-22	2	3	5	-13	-1	7

12 compounds already listed, sorted by length of the SMILES, ascending:
Results follow in this order: SRC1 inh	NOD2-RIPK2 inh	TROY NFkB inh	TWEAK-Fn14 inh	SRC2 inh	Granule exo inh	TLR9-MyD88 inh	NCOA3 inh	LRH-1 inv ag	ABHD5-PLIN5 inh	NR2F2 inh
50. COC1=NC2=NCCN2C(OC)=N1
→ 0	-8	5	-11	-6	2	-2	-6	-26	7	1
53. CCOc1ccccc1NC(=O)CSc1ccccc1
→ -13	-1	-34	6	-22	2	3	5	-13	-1	7
51. Cc1ccc(CNCC(=O)Nc2ccc(C)cc2Br)cc1
→ -22	-6	-31	-11	13	-6	-2	-6	-8	4	4
40. CCCCC(=O)Nc1cccc(-c2cn3ccccc3n2)c1
→ -67	-6	-59	-38	-27	3	-1	-65	-66	10	-9
49. Cc1oc(-c2ccccc2Cl)nc1CSCC(=O)NC1CC1
→ 8	-4	-12	-4	-41	-4	9	-1	-23	7	-2
45. O=S(=O)(NNC(=S)NCC1CCCO1)c1cc(Cl)ccc1Cl (stereo unspecified)
→ -7	9	24	-10	-25	0	-8	-1	-6	-14	-1
37. OCCN(Cc1nc(-c2ccc3c(c2)OCO3)no1)Cc1cccs1
→ 7	-3	-21	-16	-11	-3	-5	-10	-14	-3	-3
35. O=C(CC(C(=O)O)c1ccc(Cl)cc1)c1ccc(Cl)c(Cl)c1 (stereo unspecified)
→ -20	3	2	9	-13	-8	-7	-62	3	-7	3
32. CN(Cc1ccccc1)S(=O)(=O)c1ccc(Cl)c(C(=O)NCCc2ccccn2)c1
→ -3	0	-6	-5	-7	9	-1	11	11	-2	-8
48. CCn1ncc([N+](=O)[O-])c1C(=O)Nc1c(C)nn(Cc2ccc(F)cc2)c1C
→ -15	-4	-2	-68	-19	5	-4	10	-1	-4	-1
36. C/C=C(\C)C(=O)NCCN1C2=NC[C@@H](C)N2C[C@@H]1Cc1ccc(OC)cc1
→ -15	-16	-3	7	-22	11	-2	-26	7	-6	2
31. CC(=O)c1ccc(N2CCN(S(=O)(=O)c3ccc4c(c3)C(Cl)(Cl)C(=O)N4)CC2)cc1
→ -1	8	1	26	-24	-11	·	-14	3	31*	0
